Bioassay records: PubChem BioAssay, The Scripps Research Institute Molecular Screening Center
CHO-K1 Ca antag: counter-screen for M1 antagonists: effect in parental CHO-K1 cells | ATP-induced calcium, Fluo-8 fluorescence | 0.6% of 360,000 active | inhibition, % at 3 µM;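 active = inhibition above a per-plate cutoff, the plate's mean sample inhibition plus 3 SD, cut at about 24% in these data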;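 also: 0% = DMSO plus EC80 ATP and 100% = DMSO alone without ATP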
OXTR potentiate: human OXTR potentiation. CHO-OTR cells, Fluo-8 calcium fluorescence, potentiator mode; 0% = oxytocin EC15, 100% = EC100. activation, % at 3 µM. 0.061% of 320,000 active. P30559. AID 2445;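 active = activation above that plate's cutoff, the mean activation of tested compounds plus 3 SD, cut at about 6.6% in these data, passing the limit was not always enough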;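 also: 100% uses oxytocin at 75 nM as the full agonist control; some results filed as inactive read as strong as hits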
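Assay system: CHO-OTR cells, human receptor / Also added: oxytocin at about EC15, sub-maximal agonist stimulus / Dosing: single dose, 3.0 µM nominal final compound concentration / Incubation: 6 min pre-incubation, 100 s read / Technique: Fluo-8 calcium dye fluorescence / Read-out: % activation vs EC15 and EC100 oxytocin / Benchmarks: EC15 oxytocin low, 75 nM oxytocin high / Replicates: singlicate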
TAAR1 antagonist: antagonists of human TAAR1. AID 624466. CHO RD-HGA16 TAAR1, Fluo-8 calcium fluorescence, antagonist. inhibition, % at 3 µM. 1.5% of 360,000 active. Q96RJ0;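 active = inhibition above a per-plate cutoff, the mean inhibition of test compounds on that plate plus 3 SD, cut at about 49% in these data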;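 also: 0% = DMSO plus EC80 beta-PEA response and 100% = DMSO alone without agonist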
Target sequence (Q96RJ0 whole entry, looked up): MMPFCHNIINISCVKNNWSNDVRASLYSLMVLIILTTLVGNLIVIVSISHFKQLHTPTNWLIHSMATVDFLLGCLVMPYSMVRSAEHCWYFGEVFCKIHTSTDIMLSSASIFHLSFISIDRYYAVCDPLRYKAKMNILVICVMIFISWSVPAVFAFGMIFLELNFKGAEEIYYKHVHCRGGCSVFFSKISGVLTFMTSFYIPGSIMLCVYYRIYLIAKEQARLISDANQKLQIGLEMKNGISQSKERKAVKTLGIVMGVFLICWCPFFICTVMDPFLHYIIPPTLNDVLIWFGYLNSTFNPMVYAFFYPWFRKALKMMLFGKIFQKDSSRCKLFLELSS
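Test system – hTAAR1-expressing CHO RD-HGA16 cells, Gα16-coupled · Also added – β-PEA at EC80 concentration, post-compound challenge · Compound – 3 µM, single point · Incubation – dye loading 75 min at 37 °C, then 30 min room temperature · Measured by – Fluo-8 intracellular calcium dye fluorescence, real-time kinetic reads · Benchmarks – vehicle and agonist controls · Replicates – singlicate, one well per test compound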
GPR7 antagonist: blocks human GPR7 receptor signaling; P48145; GPR7-expressing cells, fluorescence antagonist assay; inhibition, % at 4.4 µM; 1.1% of 290,000 active; AID 1861; in the data active = inhibition above about 16%, passing the limit was not always enough;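 also: cells stimulated with the agonist NPW; 0% = agonist with vehicle and 100% = vehicle without agonist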
M1 PAM parental: counter-screen for M1 PAMs: effect in parental CHO-K1 cells; AID 602247; 0.02% of 360,000 active; ATP EC20, Fluo-8 calcium fluorescence; 0% at ATP EC20, 100% at ATP max; activation, % at 3 µM;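 active = activation above the run cutoff, the mean activation of all test compounds plus 3 SD, cut at about 40% in these data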;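 also: peak over basal fluorescence ratio in a 140 s read after ATP addition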
OXTR ag: human OXTR agonism; 0.32% of 320,000 active; P30559; activation, % at 3 µM; CHO-OTR cells, Fluo-8 calcium fluorescence; normalized: DMSO 0%, oxytocin 100%;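 active = activation above the mean of all tested compounds plus 3 SD, cutoff set per screening run, cut at about 20% in these data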;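 also: peak over basal fluorescence ratio from a 100 s FLIPR kinetic read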
CHO parental Ca: counter-screen: ATP calcium response change in parental CHO cells; parental CHO-K1, ATP-induced calcium, Fluo-8 fluorescence; inhibition, % at 5.6 µM; 0.63% of 330,000 active;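 active = inhibition above that plate's mean sample inhibition plus 3 SD, cut at about 26% in these data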;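 also: 0% = ATP-challenged DMSO wells and 100% = DMSO wells without ATP; some compounds past the cut are filed as inactive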
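material = parental CHO cells | also added = ATP as calcium-mobilizing challenge | dosing = single point at 5.6 µM | detection = intracellular calcium via Fluo-8 no-wash fluorescent dye | read-out = % inhibition | benchmarks = low control ATP plus DMSO, high control DMSO only | repeats = one well per compound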
CHO-K1 Ca ag: counter-screen for M1 agonists: effect in parental CHO-K1 cells | Fluo-8 calcium fluorescence; scaled to maximal ATP response, vehicle zero | activation, % at 3 µM | 0.48% of 360,000 active | AID 602248; in the data active = activation above about 15%;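 also: untransfected CHO-K1 host cells lacking M1 receptor as counterscreen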
V1R ag counter: V1a receptor agonism, counter-screen for OXTR agonists; P37288; CHO-V1R cells, Fluo-8 calcium fluorescence, agonist mode; 0% DMSO, 100% 3 nM vasopressin; activation, % at 3 µM; 0.25% of 320,000 active; AID 2797;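 active = activation above the mean activation of all tested compounds plus 3 SD, per screening run, cut at about 20% in these data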;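 also: signal is peak over basal fluorescence ratio across a 100 second FLIPR read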
Target sequence (P37288 whole entry, looked up): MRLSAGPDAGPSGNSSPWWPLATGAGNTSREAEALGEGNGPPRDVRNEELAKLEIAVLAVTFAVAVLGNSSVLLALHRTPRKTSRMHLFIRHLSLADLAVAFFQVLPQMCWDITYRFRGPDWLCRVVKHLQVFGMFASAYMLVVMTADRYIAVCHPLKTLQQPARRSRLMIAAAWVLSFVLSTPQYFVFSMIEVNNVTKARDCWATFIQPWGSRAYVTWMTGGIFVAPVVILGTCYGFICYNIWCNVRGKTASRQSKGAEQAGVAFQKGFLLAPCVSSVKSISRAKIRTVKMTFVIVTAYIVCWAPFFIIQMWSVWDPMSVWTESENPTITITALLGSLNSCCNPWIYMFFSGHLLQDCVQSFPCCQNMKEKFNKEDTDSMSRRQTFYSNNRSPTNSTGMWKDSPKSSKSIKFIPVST
Numbers without * were called inactive; . = not tested or not shown.

SMILES | CHO-K1 Ca antag | OXTR potentiate | TAAR1 antagonist | GPR7 antagonist | M1 PAM parental | OXTR ag | CHO parental Ca | CHO-K1 Ca ag | V1R ag counter
COc1ccc(C(=O)C2CCCN(C3CSCCSC3)C2)cc1OC (centres undefined) | -16 | -13 | -17 | -8 | 22 | 0.5 | -18 | 1.2 | 0.1
O=C(Nc1ccccc1)N1CCC2(CC1)OCCO2 | 0 | 0 | -9 | -9 | 21 | 0.4 | 8 | 0.2 | 0.6
c1ccc(CNC2CCCCCCC2)cc1 (tested in a mixture with another compound) | 5 | . | -13 | . | -23 | . | . | 0.1 | .
CCOP(=S)(OCC)SCCSCC | -3 | -2 | -15 | . | 9 | -1.7 | -5 | 0.3 | -1.0
CC(=O)OC1C2CCC1C(N1CCCCC1)CC2 (centres undefined) | 14 | -8 | -7 | -20 | -13 | 0.5 | -7 | 0.0 | 1.8
COc1ccccc1OP(=O)(Nc1ccc(Br)cc1)Oc1ccccc1OC | 4 | -9 | 78* | 7 | 9 | -0.5 | -11 | 4.8 | 1.7
c1ccc2sc(N3CCNCC3)nc2c1 | -11 | -7 | -19 | -6 | 5 | 0.5 | -4 | 2.2 | -0.2
O=S(=O)(c1cc(Cl)cc(Cl)c1)N1Cc2cc(-c3cccc(F)c3)ccc2-n2nncc2C1 | 4 | . | -13 | . | 7 | . | . | 0.3 | .
CC(C)(C)NS(=O)(=O)c1ccc(OCC(=O)N2CCN(Cc3ccccc3)CC2)cc1 | 4 | -16 | -7 | 4 | 8 | 6.4 | 0 | 4.8 | 6.3
Cc1ccccc1C(=O)NC(Oc1ccccc1)C(Cl)(Cl)Cl (centres undefined) | -12 | -1 | 1 | -7 | 17 | -2.4 | -29 | -0.8 | -1.8
COc1ccc(-n2c(CNCCc3ccc(C)cc3)nc3ccccc3c2=O)cc1 | -11 | -13 | -7 | -2 | 20 | -1.1 | -16 | 2.2 | -0.4
CCc1ccc(N2C(=O)CC(=O)NC2=O)cc1 | -2 | -8 | -10 | -24 | -14 | 0.6 | -9 | 0.6 | 0.7
CCOc1ccc(-c2c(C)n(-c3ccc(OCC)cc3)c3[n+]2CCCCC3)cc1 | 40* | -16 | -21 | 46* | -15 | 1.5 | 40* | 12 | 3.5
Cc1ccc(N=Nc2c(O)[nH]c(=O)[nH]c2=O)c([N+](=O)[O-])c1 | 3 | -2 | 0 | -2 | -2 | -1.1 | -3 | 0.1 | -0.6
OCC[n+]1c2ccccc2nc2ccc(N3CCOCC3)cc21 | -7 | -1 | -26 | -10 | 8 | 0.4 | 0 | -0.1 | 0.0
COC(=O)C1=C(c2ccc(F)cc2OCc2ccccc2)C[C@@H]2CC[C@H]1N2C(=O)NCCOc1ccccc1 | -1 | -4 | 69* | . | 5 | 0.7 | -3 | 5.4 | 2.5
Cc1c(NC(NC(=O)CF)C(Cl)(Cl)Cl)c(=O)n(-c2ccccc2)n1C (centres undefined) | -6 | 2 | 7 | -16 | 14 | 1.7 | 6 | 0.4 | -0.7
CC1=CC(=C2C(=O)NC(=O)NC2=O)C=C(C(F)(F)F)N1C(C)C | -6 | -5 | -11 | -5 | 11 | 0.3 | -9 | -0.3 | -0.4
CCOC(=O)C(O)(c1ccc(N(CC)S(=O)(=O)c2ccc(C)cc2)cc1)C(F)(F)F (centres undefined) | -32 | -9 | 7 | 24 | 15 | -0.7 | 2 | 2.6 | -0.6
COC(=O)C1=C(c2c(C)noc2C)C[C@@H]2CC[C@H]1N2C(=O)NCc1ccco1 | -5 | -3 | 5 | . | 17 | -0.2 | -10 | 0.3 | 0.2
O=C(c1cccnc1)N1Cc2ccccc2-n2nncc2C1 | -13 | . | -11 | . | 1 | . | . | 0.7 | .
COc1ccc(-[n+]2c(-c3ccccc3)cc(-c3ccc(C)cc3)cc2-c2ccccc2)cc1 | 14 | -14 | 11 | 72* | 2 | 4.1 | 45* | 13 | 3.0
C=CCn1c(O)c(C(C)=NCCCN(C)C)c(=O)[nH]c1=O | -9 | -3 | -7 | -3 | 15 | 0.6 | -4 | 0.7 | 0.0
COc1ccc(N2C(=O)NC(=O)C(CCc3ccncc3)(CCc3ccncc3)C2=O)cc1 | 9 | 6 | -6 | -9 | 4 | 0.8 | -2 | 7.6 | -0.6
CCCC(=O)OCC[N+](C)(C)C | -1 | -4 | -12 | -3 | 13 | 0.8 | -3 | 0.3 | 1.3
Cc1c(C=O)c2ccccc2n1Cc1cccc(F)c1 | -5 | -3 | -6 | -7 | 14 | -1.2 | -10 | 1.1 | 0.0
COC(=O)C1=C(c2ccc(F)cc2OCc2ccccc2)C[C@@H]2CC[C@H]1N2C(=O)NCCOc1ccccc1Cl | -12 | -8 | 19 | . | 17 | 3.4 | -23 | 0.7 | 4.3
N#CC(C#N)=C(C#N)c1ccc(Nc2ccccc2)cc1 | 0 | -6 | 0 | 1 | 19 | 0.2 | 6 | 0.0 | 0.9
COC(=O)CNC(=O)c1cn(CCC#N)nc1-c1ccc(F)cc1 | -14 | -2 | -11 | -6 | 21 | 1.4 | -11 | 2.3 | 0.5
CC(C)c1ccc(-n2c(O)c(/C=N/NC(=O)c3ccccc3O)c(=O)[nH]c2=S)cc1 | -9 | -3 | -16 | 0 | -7 | -1.7 | -9 | 0.1 | -1.3
CCOC(=O)[C@]12Cc3cc(Cl)ccc3[C@H]1N(C)C(=O)c1cc(OC)ccc12 | 16 | . | -31 | . | -8 | . | . | 0.4 | .
O=C(Nc1ccc(Cl)cc1C(=O)c1ccccc1Cl)c1ccco1 | -15 | 1 | -16 | -17 | 27 | 0.2 | 5 | 0.9 | 1.4
C/C=C1/CN2C3CC1C(CO)(C(=O)OC)C2Cc1c3n(C)c2ccccc12 (centres undefined) | -4 | -4 | -2 | . | 18 | 0.2 | -14 | 0.3 | -0.2
Cc1nc2ccccc2c(=O)n1-c1ccc(Br)cn1 | -16 | -1 | 1 | -7 | 10 | -1.8 | -6 | 0.0 | 0.6
CN1CCN2c3ccccc3CC3(C(=O)N(C)C(=O)N(C)C3=O)C2C1 (centres undefined) | -2 | 2 | 8 | -1 | -7 | -0.2 | -10 | 0.4 | 0.5
CC(C)(Cl)[N+](=O)[O-] | -32 | -3 | 11 | . | 24 | 1.0 | 4 | 1.7 | 1.2
Cc1ccsc1C(=O)C1CCCN(Cc2cnn(C(C)C)c2)C1 (centres undefined) | -4 | 3 | 16 | -9 | 10 | -0.5 | -11 | 1.5 | 0.3
CCC(c1ccc(C)cc1)N1C(=O)C2C3CCC(O3)C2C1=O (centres undefined) | 1 | 3 | -10 | . | -5 | -1.8 | -15 | -0.4 | -1.0
C[C@]12CC[C@H]3C(CCC4(O)CC(O)CC[C@]34C=O)C1=CC[C@H]2c1ccc(=O)oc1 (some centres undefined) | 15 | -12 | -2 | 3 | -1 | -0.4 | -12 | 12 | -0.2
CCOc1ccccc1CNCCc1ccc2c(c1)OCO2 | -8 | -4 | -10 | 6 | 19 | 2.3 | -16 | 2.4 | 0.9
C/C(=N\N=C(N)N)c1ccccc1 | -1 | -2 | -16 | -12 | 15 | 0.2 | -5 | 0.3 | 1.8
CS(=O)(=O)NCc1nnc2n1-c1ccc(Cl)cc1C(c1ccccc1)=NC2 | -10 | -4 | 8 | -8 | 19 | 0.6 | -6 | 0.2 | 1.5
c1ccc(CN2CCc3nc4ccccc4cc3C2)cc1 | -13 | -6 | -4 | -5 | -5 | -1.2 | -22 | 2.2 | 1.1
COc1ccc(N=Cc2c(O)n(C)c(=O)n(C)c2=O)cc1 | 8 | -8 | -1 | -12 | 10 | 0.2 | 1 | -0.4 | 0.4
CN(C)c1ccc(C=C(C#N)C#N)cc1 | -3 | 1 | -15 | -4 | 23 | 3.5 | -7 | 0.5 | 4.5
CC(=NCC1CCCO1)c1c(O)n(-c2ccccc2)c(=O)[nH]c1=O (centres undefined) | 1 | 0 | 2 | -6 | 7 | 0.3 | -7 | -0.1 | 0.8
CCN1CCN(C(c2cccs2)C(C)NC(=O)Oc2ccccc2)CC1 (centres undefined) | -6 | -3 | -4 | 6 | 21 | -0.1 | -2 | 1.8 | -0.3
CCCC(C)n1[nH]c(=O)c2c1NC(=O)CSC2c1ccc(OC)cc1 (centres undefined) | -1 | -2 | -32 | 21 | 7 | -3.0 | -24 | -0.7 | -0.9
O=C(Cn1nc(-c2ccc(Cl)cc2)ccc1=O)N1CCC2(CC1)OCCO2 | -14 | -1 | -23 | -21 | 16 | -0.7 | -8 | 0.4 | -0.8
CC(=O)OC1CC(OC2C(O)CC(OC3C(O)CC(OC4CCC5(C)C(CCC6C5CCC5(C)C(C7=CC(=O)OC7)CCC65O)C4)OC3C)OC2C)OC(C)C1OC1OC(CO)C(O)C(O)C1O (centres undefined) | -14 | . | -13 | . | 10 | . | . | 1.4 | .
CN1CCN(Cc2nnc3n2-c2ccc(Cl)cc2C(c2ccccc2)=NC3)CC1 | 5 | 3 | -12 | -10 | 3 | 0.8 | -2 | 0.2 | 0.1
Cc1ccc(C)c(OCC(=O)N2CCCN(C)CC2)c1 | -1 | -2 | 8 | -7 | 19 | -0.6 | -5 | 3.6 | 0.4
CC(O)(CS(=O)(=O)c1cccc(C(F)(F)F)c1)C(=O)Nc1ccc(C(F)(F)F)cc1 (centres undefined) | -8 | -1 | -13 | -18 | -1 | 0.8 | -16 | 1.2 | 0.2
Cc1cccc(-n2c(-c3ccco3)nc3ccccc3c2=O)c1C | 3 | -2 | 13 | 5 | 12 | -2.2 | -31 | 0.5 | -0.6

Compounds from the list above containing a thiophene ring, fused or not:
SMILES | CHO-K1 Ca antag | OXTR potentiate | TAAR1 antagonist | GPR7 antagonist | M1 PAM parental | OXTR ag | CHO parental Ca | CHO-K1 Ca ag | V1R ag counter
Cc1ccsc1C(=O)C1CCCN(Cc2cnn(C(C)C)c2)C1 (centres undefined) | -4 | 3 | 16 | -9 | 10 | -0.5 | -11 | 1.5 | 0.3
CCN1CCN(C(c2cccs2)C(C)NC(=O)Oc2ccccc2)CC1 (centres undefined) | -6 | -3 | -4 | 6 | 21 | -0.1 | -2 | 1.8 | -0.3

Only part of the results is shown. The share of hits here may be higher or lower than overall.
